mIDH1 inhibitor: human IDH1 R132H inhibition. IDH1-R132H enzyme, NADPH consumption, diaphorase/resazurin fluorescence. Potency, µM (highest dose often 76.6 µM), for the others: at the highest dose activity change, negative = inhibition, usual class: inhibitors. 390,000 compounds, 0.093% hits; also: potency is read from the fitted curve at half-maximal effect; % is scaled to controls: 0 for no effect and ±100 for the full control effect; nearly all actives have a fitted effect of over 65% in size
Target sequence (O75874 whole entry R132H, stated change not applied): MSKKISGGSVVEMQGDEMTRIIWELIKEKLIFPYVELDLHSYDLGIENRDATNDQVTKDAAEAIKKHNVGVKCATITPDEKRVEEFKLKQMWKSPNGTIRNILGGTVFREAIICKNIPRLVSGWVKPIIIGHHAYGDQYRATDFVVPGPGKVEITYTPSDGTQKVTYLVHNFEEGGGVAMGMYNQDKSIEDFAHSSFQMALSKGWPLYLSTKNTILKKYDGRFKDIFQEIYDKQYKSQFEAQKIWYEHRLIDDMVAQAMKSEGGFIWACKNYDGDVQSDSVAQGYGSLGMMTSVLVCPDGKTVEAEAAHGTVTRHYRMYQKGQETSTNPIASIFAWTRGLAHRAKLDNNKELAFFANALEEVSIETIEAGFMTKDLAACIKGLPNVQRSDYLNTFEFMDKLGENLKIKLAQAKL
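IDH1-R132H (0.5 ug/mL dispensed) in pH 7.5 Tris buffer was preincubated 30 min with compound, then given a substrate mix of 0.016 mM NADPH and 2 mM alpha-KG for 80 min at room temperature; remaining NADPH was read by diaphorase/resazurin fluorescence.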
Glioma ERSR ind: induces the endoplasmic reticulum stress response in human glioma cells | U87-MG GRP78 promoter luciferase reporter, 16 h | Potency, µM, inactives show at the top dose activation, actives largely listed as activators | 420,000 compounds, 0.02% hits | AID 602332; also: potency is read from the fitted curve at half-maximal effect; series mostly up to about 76 µM; % of control where 0% means no effect; nearly all actives have a fitted effect of over 35% in size
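Stably transfected U87-MG glioma cells carrying a GRP78-based luciferase sensor; 16 h compound incubation. Luminescence end-point read 10 min after Bright-Glo addition at room temperature.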
rTrxR1 inhibitor: inhibitors of rat thioredoxin reductase 1; O89049; recombinant rTrxR1, NADPH fluorescence consumption, selenite substrate; Potency, µM (top dose mostly 114 µM), for inactives: at the top dose activity change, negative = inhibition, hits mostly inhibitors; 390,000 compounds, 1% hits; AID 588453; also: potency is read from the fitted curve at half-maximal effect; % is scaled to controls: 0 for no effect and ±100 for the full control effect; nearly all actives have a fitted effect of over 65% in size
Target sequence (O89049 whole entry, looked up): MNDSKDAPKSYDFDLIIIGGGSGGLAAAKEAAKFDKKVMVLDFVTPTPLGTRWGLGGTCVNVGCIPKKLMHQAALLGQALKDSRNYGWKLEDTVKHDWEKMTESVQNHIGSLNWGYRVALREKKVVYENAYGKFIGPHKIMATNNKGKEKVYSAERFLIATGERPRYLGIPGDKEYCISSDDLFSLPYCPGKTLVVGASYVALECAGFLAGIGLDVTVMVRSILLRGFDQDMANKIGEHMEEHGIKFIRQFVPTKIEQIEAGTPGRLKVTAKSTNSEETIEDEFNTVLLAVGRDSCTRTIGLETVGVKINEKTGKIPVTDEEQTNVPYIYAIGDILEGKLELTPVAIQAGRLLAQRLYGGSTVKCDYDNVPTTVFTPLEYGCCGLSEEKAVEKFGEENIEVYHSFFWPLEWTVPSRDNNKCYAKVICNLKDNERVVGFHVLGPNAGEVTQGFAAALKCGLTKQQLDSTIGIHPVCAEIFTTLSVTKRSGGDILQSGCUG
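Rat TrxR1 (90 nM in the dispensed reagent) was pre-reduced with 400 uM NADPH for 5 min at room temperature, then incubated with compound for 15 min. After 400 uM selenite was added, NADPH fluorescence (Ex 340/Em 450 nm) was followed for 8 min.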
TrxR1 substrate: is turned over as a substrate by rat TrxR1. purified TrxR1 substrate turnover, NADPH consumption readout. Potency, µM (highest dose often 114 µM), for the others: at the top dose activity change, negative = substrate turnover. 390,000 compounds, 0.01% hits. O89049; also: potency is read from the fitted curve at half-maximal effect; % is scaled to controls: 0 for no effect and ±100 for the full control effect; nearly all actives have a fitted effect of over 50% in size
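Rat TrxR1, dispensed at 90 nM, was prereduced with 400 uM NADPH (final) for 5 min at ~22 deg C, then incubated with compound 15 min before 400 uM selenite. A first-read NADPH fluorescence drop versus no-compound background flagged substrates.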
USP1 inh: blocks the human USP1/UAF1 deubiquitinase complex | 390,000 compounds, 0.23% hits | AID 743255 | recombinant USP1/UAF1, Ub-Rhodamine cleavage fluorescence | Potency, µM (top dose mostly 57.1 µM), for inactives: at the highest dose activity change, negative = inhibition, most hits filed as inhibitors | O94782; also: potency is read from the fitted curve at half-maximal effect; % is scaled to controls: 0 for no effect and ±100 for the full control effect; nearly all actives have a fitted effect of over 60% in size; inactives centre near -12
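USP1/UAF1 complex at 1 nM was preincubated with compound for 15 min at room temperature, then Ub-Rho substrate (150nM final) was added. Fluorescence (480/540 nm) was read kinetically, 6 reads every 60 seconds.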
RGS4 inh: human RGS4 inhibition | P49798 | Transcreener GDP fluorescence polarization, RGS4-accelerated GTP hydrolysis | Potency, µM (series often up to 114 µM), without a hit: top-dose activity change, negative = inhibition, most hits filed as inhibitors | 390,000 compounds, 0.039% hits; also: potency is read from the fitted curve at half-maximal effect; % is scaled to controls: 0 for no effect and ±100 for the full control effect; nearly all actives have a fitted effect of over 75% in size; some results filed as inactive show a strong effect at the top dose
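MLSMR compounds (23 nl, pin-transferred) preincubated 10 min at room temperature with a 500nM (2x) first reagent, then RGS4 at 900nM (2x) plus Transcreener GDP mix added; fluorescence polarization (620/688 nm) read before and after 90 min at 30 °C.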
LDHA block: blocks human lactate dehydrogenase A; P00338; purified LDHA, NADH/diaphorase-resazurin fluorescence; active compounds read low; activity change, % (values are at about 110 or 230 µM); 480,000 compounds, 0.15% hits; in the data active = activity change below about -30%; inconclusive = mostly about -25% to -30%;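 also: plate controls were DMSO wells for no effect and wells without enzyme for full effect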
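Human LDH5 (2 nM) was incubated with 0.06 mM NADH and 0.2 mM pyruvate for 5 min at room temperature in Tris pH 7.4. Remaining NADH was coupled through diaphorase/resazurin, and resorufin fluorescence was read at 0 and 20 min.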
Vif-A3G inh: Vif-A3G binding inhibition; Q9HC16; HeLa A3G-eYFP + Vif (tagged APOBEC3G with the HIV-1 protein that degrades it), YFP fluorescence, overnight; Potency, µM (highest dose often 46.1 µM), for inactives: at the highest dose activity, negative = active, actives largely listed as inhibitors; 410,000 compounds, 0.076% hits; AID 602310;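 also: potency is read from the fitted curve at half-maximal effect; % is scaled to controls: 0 for no effect and ±100 for the full control effect; nearly all actives have a fitted effect of over 60% in size; hits raise eYFP signal because A3G escapes Vif-driven loss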
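Read-out is eYFP fluorescence (Ex 488/Em 500-530) from Vif-expressing HeLa A3G-eYFP cells; more signal means A3G escaped Vif-mediated degradation. Cells plated overnight, compound pinned in, incubated overnight at 37 deg C.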
Vif-APOBEC3F blk: inhibitors of Vif-A3F interaction; Potency, µM (series often up to 46.1 µM), without a hit: at the top dose activity, negative = active; HeLa A3F-eYFP + Vif (tagged APOBEC3F with the HIV-1 protein that degrades it), YFP fluorescence increase; 390,000 compounds, 0.2% hits; AID 602313; also: potency is read from the fitted curve at half-maximal effect; % of control where 0% means no effect; nearly all actives have a fitted effect of over 65% in size
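Fluorescence increase (Ex 488/Em 500-530) after overnight compound treatment at 37 deg C flags inhibition of Vif-driven A3F-eYFP loss in stable HeLa A3F-eYFP/Vif cells seeded overnight beforehand.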
* marks the source's active call; other numbers are inactive results; ? = inconclusive; / = no result given; & = joins results of further samples; [ ] = dose if it differs, or a comment. Unless noted, calls follow the shape of the dose curve; as a rule, active = well fitted curve in the direction sought with a large enough effect; inconclusive = small, poorly fitted or top-dose-only effect, or another doubt; inactive = no such curve, though single readings can be large; an effect the other way counts as inactive or inconclusive. Not all compounds are listed, so the mix of outcomes need not match the whole.

The line under a structure holds: mIDH1 inhibitor, Glioma ERSR ind, rTrxR1 inhibitor, TrxR1 substrate, USP1 inh, RGS4 inh, LDHA block, Vif-A3G inh, Vif-APOBEC3F blk
CCCCCC(O)(CCN1CCCCC1)c1ccc(OCC)cc1 (stereo unspecified)
 : -3%, -4%, 8.9µM*, 9%[57.1 µM], 2%, -23%, -5, 1%, -5%
O=C(CC1OC(=O)c2ccccc21)Nc1cc(S(=O)(=O)N2CCOCC2)ccc1OCC(F)(F)F (stereo unspecified)
 : -2%, -4%, 4%, 0%, 6%, 11%, -8, 0%, -9%
COc1ccc(CNC(=O)CSc2ncc3c(n2)-c2cc(Cl)ccc2N(Cc2ccccc2)S3(=O)=O)cc1
 : -15%, -2%, 31%[57.1 µM], 17%[57.1 µM], -4%, -10%, -5, 1%, 8%
Cc1cc(C)c(NC(=O)c2ccccc2C(=O)c2ccccc2)c(C)c1
 : -4%, 1%, 3%[57.1 µM], -2%[57.1 µM], -15%, 33%, -5, -7%, 1%
Cc1cc(NC(=S)NC(=O)c2ccco2)c2ccccc2n1
 : 3%, -2%, ?, 6%[57.1 µM], -18%, -50%, 0, -6%, -9%
CNC(=O)c1ccc2snnc2c1
 : 0%, -1%, -2%[57.1 µM], 10%[57.1 µM], -16%, -19%, 2, -1%, -4%
CCC1CCCCN1C(=S)NC(=O)c1cc(Br)ccc1Cl (stereo unspecified)
 : -1%, -3%, 3%, 0%, -10%, -19%, -3, 3%, ?
COc1ccc(NC(=O)CC2C(=O)N(Cc3ccccc3)C(=S)N2CCN2CCOCC2)cc1 (stereo unspecified)
 : 4%, -3%, 5%[57.1 µM], -15%, -24%, 6%, -8, -7%, 11%
O=C(CNC(=O)C1COc2ccccc2O1)N/N=C\c1cccc(O)c1 (stereo unspecified)
 : 4%, -3%, 3%, 1%, 2%, 7%, 3, -8%, 7%
COc1ccc(/C=C/C(=O)Nc2cccc(S(=O)(=O)N3CCOCC3)c2)cc1OC
 : 3%, -3%, 22%[57.1 µM], 3%[57.1 µM], -34%, -53%, 7, -5%, 0%
COc1ccc(N2C(=O)C3C4C=CC(c5ccccc5)(C3C2=O)C2C(=O)N(c3ccc(OC)cc3)C(=O)C42)cc1 (stereo unspecified)
 : 1%, -1%, 14%[57.1 µM], 3%, -9%, -8%, -8, -1%, 9%
COc1ccc(NC(=O)c2c(NCc3ccc(OC)c(OC)c3OC)sc3c2CCC3)c(OC)c1
 : 25%, ?, -17%[57.1 µM], -4%[57.1 µM], -18%, ?, 5, -8%, 4%
Cc1ccc(OCC(=O)n2nc(C)cc2C)c(C)c1
 : 2%, -1%, 11%[57.1 µM], 2%[57.1 µM], -14%, 7%, -3, 2%, 5%
COC(=O)CC1=NN(c2ccc(OC)cc2)C(=O)C1
 : 11%, -2%, 27%[57.1 µM], 10%[57.1 µM], -15%, -12%, 2, -5%, 4%
CC(NC(=O)COC(=O)C1CCN(S(=O)(=O)c2ccccc2C(F)(F)F)CC1)c1ccccc1 (stereo unspecified)
 : 1%, -3%, 4%, -1%, -2%, 4%, -5, 0%, -7%
S=c1[nH]nc(-c2ccco2)n1/N=C/c1cccs1
 : -1%, -3%, -27%[11.4 µM], -5%[11.4 µM], -25%, -20%, -6, 0%, 3%
COc1ccc(S(=O)(=O)n2nc(C)c(S(=O)(=O)N3CCOCC3)c2C)cc1
 : -1%, -6%, 4%, 1%, -3%, -29%[56.9 µM], 0, 1%, 0%
COc1ccc(/C=N/NC(=O)c2ccccc2[N+](=O)[O-])cc1CN1CCc2cc(OC)c(OC)cc2C1C (stereo unspecified)
 : 6%, -2%, 2%[57.1 µM], 7%[57.1 µM], -18%, 6%, -3, 0%, -18%
COCC(=O)N(C)[C@H]1C[C@H]2c3cc(-c4ccccc4)ccc3CCN2C(=O)[C@H]1[C@H](C)O
 : 4%[38.3 µM], -4%, 4%, 3%, -23%, 8%, -8, 1%, 7%
c1ccc(Cc2nnc(N3CCOCC3)c3ccccc23)cc1
 : 2%, 0%, 1%, 1%, -13%, 8%, -3, -2%, 2%
CCCC(=O)Nc1cc(C(=O)NCc2ccccc2)ccc1S(=O)(=O)c1ccc(Cl)cc1
 : -2%, -1%, 16%[57.1 µM], 0%[57.1 µM], -7%, -19%, -7, 0%, 1%
Cc1cc(C(F)(F)F)n2ncc(C(=O)O)c2n1
 : 14%, -3%, 10%, 5%, -24%, -6%, -3, 2%, 0%
O=C(O)c1cnn2c(-c3ccc(F)cc3)ccnc12
 : -1%, -6%, -12%, -6%, -13%, -6%, -3, 5%, -13%
COC(=O)c1cc(OC)c(OC)cc1NC(=O)c1ccco1
 : 11%, -2%, 27%, 29%, -23%, -1%, 0, -1%, -3%
O=Cc1ccnc(-c2ccc(OC(=O)c3ccco3)cc2)n1
 : -12%, -2%, -1%[57.1 µM], 9%[57.1 µM], -21%, -5%, -4, -3%, -54%
COC(=O)C1C(=O)NCC1c1ccccc1 (stereo unspecified)
 : -3%, -2%, 2%[57.1 µM], 10%[57.1 µM], -1%, 9%, -14, 0%, -10%
Cc1nn(C)cc1NC(=O)c1nn(C)cc1[N+](=O)[O-]
 : -1%, -7%, 23%, 33%, -17%, 8%, -4, -1%, 0%
Cc1ccc(O)c(NC(=O)c2cccc(S(=O)(=O)N3CCCCC3)c2)c1
 : 3%, 4%, 2%, 4%[57.1 µM], -2%, -6%, 3, -1%, -10%
CCOc1ccc(CNC(=O)CCS(=O)(=O)Cc2cccc(Cl)c2)cc1OC
 : 0%, -1%, 22%, 7%, -30%, 18%, -2, -1%, -1%
Cc1ccc(OCCCCc2c(C)n[nH]c2C)cc1
 : 6%, 6%, 10%, -5%, 0%, 13%, 1, 1%, 4%
CCc1ccc(NC(=O)CSc2nc3ccccc3nc2N2CCCC2)cc1
 : -9%, -1%, 35%[57.1 µM], 9%[57.1 µM], -19%, -23%, -4, 0%, 0%
CCCc1nn2c(=O)cc(CSCC(=O)Nc3cccc(OC)c3)nc2s1
 : 12%, -1%, 2%, -2%, -7%, -2%[11.4 µM], 0, 2%, 1%
N/C(=N\OC(=O)CCC1CCCC1)c1cccnc1
 : -6%, 3%, -7%, -4%, -4%, 5%, -13, 1%, -1%
CCOC(=O)c1c(SCC(=O)Nc2cc(Cl)cc(Cl)c2)nc(=O)[nH]c1C
 : -4%, -2%, 13%[57.1 µM], 2%[57.1 µM], -18%, -6%, -13, 0%, -4%
CCN(CC)S(=O)(=O)c1ccc(S(=O)(=O)N2CCCC(C(=O)NC3CC3)C2)cc1 (stereo unspecified)
 : 7%, -4%, 23%, -6%[0.0914 µM], -9%, 1%, -9, 2%, 1%
Nc1nc(SCc2ccccc2)sc1C(=O)N1CCCCC1
 : 5%, 2%, /, /, -6%, /, 0, 0%, -7%
CC(CC(=O)Nc1ncc([N+](=O)[O-])s1)c1ccccc1 (stereo unspecified)
 : 10%, 5%, -5%[57.1 µM], -5%[57.1 µM], 0%, -6%, -5, -8%, ?
Cc1cc(NC(=O)CSc2nc3c([nH]c4ccccc43)c(=O)n2-c2ccccc2F)no1
 : -7%&-5%, -5%&1%, 22%, -3%, -14%&-30%, -10%&-11%, -4&0, -6%&-4%, 0%&1%
COc1ccc(CCNC(=O)CSc2nc3ccccc3o2)cc1
 : 3%, 0%, 7%, 2%, -9%, 2%, -5, 2%, -1%
NC(=O)C1CCN(C2=C(NS(=O)(=O)c3ccc(Br)cc3)C(=O)c3ccccc3C2=O)CC1
 : 0%, -10%, 6%, 4%, ?, -22%, 8, -16%, 2%
Cc1ccc([C@H]2C[C@@H](n3cc(C4CC4)nn3)[C@H](O)CN2C(=O)c2cccs2)cc1
 : 0%, -2%, /, /, -2%, /, -8, -1%, -11%
O=C(CSCC(=O)OCn1nnc2ccccc2c1=O)Nc1ccc(Cl)cc1
 : 7%, 2%, 18µM*, 1%, -13%, ?, 1, -6%, -10%
O=c1[nH]nc(-c2ccccc2)cc1-c1ccccc1
 : 9%, 0%, 24%, 6%, -15%, 2%, -6, 0%, 9%
COc1ccccc1N1CCN(c2ccc([N+](=O)[O-])cc2Cl)CC1
 : 8%, 2%, -10%, -12%, -9%, 24%, -1, ?, -8%
O=C(NCc1ccc(F)cc1)c1ccc[nH]1
 : 10%, -4%, 27%[57.1 µM], 6%[57.1 µM], -9%, -9%, -7, -1%, 8%
COc1ccc(CCCc2nnc(SCC(=O)Nc3ccc(F)cc3)o2)cc1C
 : 2%, -2%, 12%, 2%, -9%, -17%, -3&-12, 2%, 1%
CCc1ccccc1NC(=O)C(=O)NCC(c1cccnc1)N1CCN(c2ccccc2F)CC1 (stereo unspecified)
 : 14%, -3%, -22%, -9%, 0%, -10%, 0, 0%, 5%
CCCc1cc(C(=O)N2CCC(N3CCC(C(=O)NC(C)C)CC3)CC2)n(C)n1
 : -2%, 0%, 22%, 16%, -16%, 9%, -6, -7%, 1%
O=C(CSc1nnc(-c2ccccc2)o1)NC1CC1
 : -3%, 4%, -5%[57.1 µM], -2%[57.1 µM], -1%, 5%, -15, 3%, 5%
C1=Cc2ccccc2/C1=C/c1ccc(/C=C2\C=Cc3ccccc32)cc1
 : /, -1%, -9%, 1%, /, /, /, -2%, /
